Screening results as filed in PubChem BioAssay.
HTR1E antagonist = blocks the human 5-HT1E serotonin receptor | CHO 5-HT1E Ga15 NFAT-bla reporter, FRET, antagonist | inhibition, % at 6 µM | actives 0.99% (n = 65,000) | AID 571;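 active means inhibition above a set limit, the mean inhibition across every tested compound plus 3 SD, cut at about 29% in these data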;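 further: signal is the 460 over 535 nm emission ratio of beta-lactamase substrate; 0% = agonist plus DMSO wells and 100% = wells without agonist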
5-HT1A blocker = 5-HT1a (human) receptor antagonism | AID 612 | P08908 | actives 0.68% (n = 62,000) | inhibition, % at 10 µM | CHO 5-HT1a Ga15 NFAT-bla reporter, antagonist mode;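 active means inhibition above the mean of all tested compounds plus 3 SD, cut at about 43% in these data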;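 further: receptor stimulated by 5-CT agonist at 100 nM near EC80; beta-lactamase reporter measured by ratiometric fluorescence of a cleavable substrate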
Ecoli tolC = growth inhibitors of E. coli BW25113 tolC mutant. OD615. growth inhibition, % at 10 µM (by protocol). actives 2.2% (n = 65,000);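 active means growth inhibition at or above a cutoff equal to the mean over every tested compound plus 3 SD, cut at about 60% in these data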;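 further: growth measured after 20 h incubation at 37 °C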
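Doses: one dose of 10 µM final / Material: E. coli BW25113 ΔtolC::kan, tolC deletion mutant strain / Buffer or medium: LB with kanamycin 50 µg/mL / Evaluation: percent growth inhibition / Detection: optical density read at 615 nm / Incubation: 37 °C, 20 h exposure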
AP complement = alternative pathway complement inhibition, orthogonal assay; actives 0.08% (n = 62,000); Human serum alternative complement pathway, LPS-coated ELISA, C3 deposition; tested in compound mixtures; inhibition, % at 5 µM; AID 1235;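 active means inhibition above 30% in each of the two pooled mixtures holding the compound, so the lower value exceeds 30%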;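 further: 0% = serum in Mg-EGTA without compound and 100% = EDTA serum blank; some compounds past the cut are filed as inactive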
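Assay system: human serum alternative complement pathway, C3 deposition on LPS-coated wells; Dosing: 5 µM per compound in ten-compound mixtures; Detection: Anti-C3 ELISA, OD 450 nm; Buffer or medium: Mg2+-EGTA GVB++ buffer containing human serum at 1:15 dilution; Timing: 1 h at 37 °C; Replication: two different pools per compound.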
S1P1 ag pot = S1P1 (human) agonism or agonism potentiation; actives 0.57% (n = 56,000); activation, % at 9.5 µM; S1P1 CRE-bla cells, forskolin, beta-lactamase FRET, potentiator mode; S1P1 agonist co-added at EC20, 2 nM; 100% = saturating reference agonist, 0% = basal;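 active means activation above a cutoff set at the mean activation of all tested compounds plus 3 SD, cut at about 54% in these data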;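 further: forskolin at 4 µM as EC80 and the EC20 agonist is SEW2871; 100% = SEW2871 at its EC100 plus forskolin at EC80; some compounds past the cut are filed as inactive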
Target sequence (P21453 whole entry, looked up): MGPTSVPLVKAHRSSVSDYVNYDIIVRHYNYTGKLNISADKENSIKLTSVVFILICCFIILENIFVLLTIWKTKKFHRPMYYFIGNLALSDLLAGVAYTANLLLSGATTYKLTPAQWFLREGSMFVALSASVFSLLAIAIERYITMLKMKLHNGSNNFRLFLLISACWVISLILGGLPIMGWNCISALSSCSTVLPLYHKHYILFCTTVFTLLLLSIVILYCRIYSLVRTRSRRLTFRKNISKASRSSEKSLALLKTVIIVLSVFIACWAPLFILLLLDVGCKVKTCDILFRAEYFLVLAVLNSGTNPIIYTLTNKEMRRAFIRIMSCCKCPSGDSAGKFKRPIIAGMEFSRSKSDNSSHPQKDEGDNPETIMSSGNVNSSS
S1P3 agonist = agonists of human S1P3 receptor; activation, % at 4.5 µM; actives 0.1% (n = 60,000); Q99500; S1P3 NFAT-BLA reporter cells, agonism, FRET ratio; relative to 1 µM S1P, basal subtracted;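 active means activation above the screen-wide mean plus 3 SD, cut at about 4.5% in these data, passing the limit was not always enough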; further: some compounds called inactive have numbers as strong as hits
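Material: Human S1P3 NFAT-BLA reporter CHO cells | Incubation: Overnight plating, 4 h compound 37 °C, 2 h substrate RT | Signal: FRET β-lactamase substrate fluorescence, excitation 405 nm, 460/535 nm emission ratio, background-subtracted | Compound: 4.5 µM final, single dose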
RORA act = RORA (human) activation; P35398; CHO-K1 Gal4-RORA LBD luciferase reporter, luminescence; percent increase over mock-subtracted basal signal; activation, % at 10 µM; actives 1.5% (n = 65,000);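 active means activation above the mean of all tested compounds plus 3 SD, cut at about 49% in these data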;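 further: 0% = DMSO-treated RORA cells and 100% = added signal equal to DMSO minus mock-transfected cells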
HTR1E agonist = 5-HT1E (human) receptor agonism | CHO 5-HT1E Ga15 NFAT-bla reporter, FRET; 0% DMSO wells, 100% control agonist wells | P28566 | actives 0.69% (n = 65,000) | activation, % at 6 µM;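 active means activation above a set limit, the screen-wide mean activation plus 3 SD, cut at about 8.5% in these data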;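 further: 100% = positive control agonist at 1 µM giving full maximal response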
SF-1 act = activates the human nuclear receptor SF-1. CHO-K1 Gal4-SF-1 LBD luciferase reporter; % increase over DMSO SF-1-specific signal. activation, % at 10 µM. actives 1.9% (n = 65,000);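 active means activation above the mean activation of all tested compounds plus 3 SD, cut at about 50% in these data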
Target sequence (Q13285 whole entry, looked up, the tested form may be a part): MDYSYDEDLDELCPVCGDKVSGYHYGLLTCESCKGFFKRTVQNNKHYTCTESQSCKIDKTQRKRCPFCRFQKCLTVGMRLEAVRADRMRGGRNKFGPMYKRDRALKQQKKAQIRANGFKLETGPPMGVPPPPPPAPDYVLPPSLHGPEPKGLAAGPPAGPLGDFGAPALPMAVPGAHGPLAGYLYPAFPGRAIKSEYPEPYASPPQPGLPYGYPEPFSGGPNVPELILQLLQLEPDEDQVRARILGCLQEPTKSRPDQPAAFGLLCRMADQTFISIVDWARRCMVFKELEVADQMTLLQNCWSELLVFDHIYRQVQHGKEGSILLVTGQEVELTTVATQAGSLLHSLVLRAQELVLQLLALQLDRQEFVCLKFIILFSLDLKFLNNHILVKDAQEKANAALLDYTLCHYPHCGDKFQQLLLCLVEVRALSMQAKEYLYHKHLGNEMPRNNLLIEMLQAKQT
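Test system: transient Gal4-SF-1 LBD reporter, CHO-K1; Amount: 4,000 CHO-K1 cells per well; Doses: 10 µM only; Timing: compound exposure 20 h at 37 °C; Signal: luciferase light emission; Read-out basis: percent activation relative to DMSO median and mock-transfected background; Control set: DMSO negative control and −SF1 background wells; Replicates: one test per compound.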
* hit, by the source's call; nt = no result given.

SMILES | HTR1E antagonist | 5-HT1A blocker | Ecoli tolC | AP complement | S1P1 ag pot | S1P3 agonist | RORA act | HTR1E agonist | SF-1 act
O=C(CSc1ccc2nnc(-c3ccc(F)cc3)n2n1)NCc1ccco1 | -3 | 1 | -8 | nt | 7 | 0.5 | 0 | -0.1 | 5
CCNc1nc(NC(C)C)nc(NS(=O)(=O)c2ccc(Cl)cc2)n1 | 20 | 0 | -17 | 5 | -6 | -0.1 | 2 | -0.9 | -14
CC(C)C(=O)N(Cc1cc2ccccc2[nH]c1=O)C(C)(C)C | -13 | -7 | -8 | 1 | -2 | 0.9 | 1 | 0.2 | -4
CC1(C)CC(=O)C(CCCN2C(=O)c3ccccc3C2=O)C(=O)C1 | -4 | nt | -2 | nt | -11 | -1.1 | 5 | -0.2 | -7
O=C(OCCN1CCOCC1)c1ccc2c(c1)OCCO2 | -5 | nt | 4 | 8 | -8 | 1.2 | 26 | -0.4 | 36
COC(=O)c1[nH]c(C)c(/C(O)=C2\C(=O)C(=O)N(CCN(C)C)C2c2cccc(OC)c2OC)c1C (centres undefined) | 0 | -2 | -18 | 4 | 8 | -0.2 | -13 | 1.1 | -2
Cc1nn(-c2ccccc2)c(C)c1C(=O)OCC(=O)N1CCN(S(=O)(=O)c2ccccc2)CC1 | 2 | -13 | 1 | 7 | -10 | -0.2 | -4 | 0.1 | 6
Cc1nc2c(n1O)CCC/C2=N\O | -2 | 11 | -6 | -10 | -10 | -1.7 | 31 | 0.0 | -8
CCOc1ccc(NC2=NCCC(=O)N2Cc2cccs2)cc1 | 5 | 9 | -7 | 14 | 6 | 0.4 | -12 | -0.3 | -2
CC1Cc2ccccc2N1S(=O)(=O)c1cccc(C(=O)NCCCO)c1 (centres undefined) | -6 | 11 | 0 | -1 | 14 | -0.2 | 1 | -0.1 | 4
Cc1cc(NS(=O)(=O)c2ccc(NC(=O)COc3ccccc3C(C)C)cc2)no1 | 12 | 6 | 62* | 12 | 8 | 0.3 | -8 | -0.2 | 5
COc1ccc(Cl)cc1N1CCN(CCNC(=O)Nc2ccccc2C)CC1 | -8 | 21 | 63* | 8 | 23 | -1.1 | 2 | 0.7 | 6
CCOC(=O)C1=C(C)S/C(=C\N(C)C)C1=O | 6 | -1 | -3 | 1 | -10 | 1.1 | 7 | -0.1 | -11
O=C(Nc1cccc(Cl)c1)C1CCCN(S(=O)(=O)c2cnc[nH]2)C1 (centres undefined) | -2 | 0 | 2 | 18 | -13 | -0.5 | -2 | -0.2 | 2
O=S(=O)(c1ccc(-c2nnc(SCc3nnc(-c4ccccc4)o3)o2)cc1)N1CCCC1 | 2 | 13 | -5 | -6 | 6 | -0.6 | -3 | 0.1 | -7
CN=C1SC(CC(=O)Nc2cccc(C(F)(F)F)c2)C(=O)N1C (centres undefined) | -8 | 11 | -8 | 12 | -3 | -0.6 | -8 | -1.1 | -8
O=C(Nc1ccc2c(c1)OCO2)C(c1ccccc1)N1CCC2(CC1)OCCO2 (centres undefined) | -12 | 1 | -4 | -9 | 3 | 0.3 | 21 | 0.6 | 6
Cc1ccc(C(C)C)c(OCC(=O)N2CCOCC2)c1 | -17 | 2 | 9 | -7 | nt | nt | 7 | -1.0 | -16
Cn1c(C(=O)N2CCN(c3ccc(Cl)cc3)CC2)cc2c(=O)n(C)c3ccccc3c21 | -13 | -7 | 10 | 15 | -16 | -1.2 | 15 | 0.3 | 5
CCn1c2ccccc2c2cc(NC(=O)C3CCN(S(=O)(=O)c4cccs4)CC3)ccc21 | 14 | 27 | 8 | 0 | nt | nt | -6 | -0.6 | -3
Clc1ccc(-n2nnnc2Sc2ncnc3sccc23)cc1 | 82* | 69* | 1 | -8 | 82* | 0.9 | -29 | -0.5 | -8
O=c1c2[nH]c3ccc(Cl)cc3c2ncn1CCN1CCCCC1 | 8 | 9 | -17 | 14 | 3 | -0.9 | 6 | -0.6 | 10
O=C(COC(=O)C1CCCN1C(=O)c1cccs1)Nc1ccc2c(c1)OCO2 (centres undefined) | 4 | -8 | 2 | 12 | nt | nt | 15 | -1.2 | 18
COCCn1c(SCC(=O)N2CCCC2)nnc1C(C)C | -3 | -6 | -19 | 4 | -6 | -0.1 | -6 | 0.2 | 3
O=C(C1CCN(S(=O)(=O)c2cccc3cccnc23)CC1)N1CC=C(c2ccccc2)CC1 | 2 | 2 | 15 | 16 | 31 | -0.8 | -7 | 1.3 | -19
COc1cccc(-n2nnc3c(=O)n(Cc4cccc(C)c4)cnc32)c1 | 3 | 0 | 43 | 0 | -8 | 0.4 | 6 | -0.5 | -3
O=C(CSc1nc2ccccc2c(=O)n1NC(=O)Cc1ccccc1)NCc1ccco1 | -2 | 3 | 2 | 10 | 5 | 0.4 | 7 | 0.0 | -5
Cc1cccc(-c2noc(Cc3ccccc3)n2)c1 | -19 | -4 | 3 | 14 | -21 | -1.0 | 24 | 0.2 | 44
COc1ccccc1C(=O)NCCn1cc(SCC(=O)Nc2nnc(C)s2)c2ccccc21 | 8 | 9 | 20 | 9 | 7 | -0.5 | -9 | 0.3 | -17
O=C1C=C(NCc2ccc(Cl)cc2)CC(c2ccco2)C1 (centres undefined) | 0 | 8 | 16 | -11 | 19 | -2.3 | 9 | -0.9 | -15

Given with values under each structure: ten of the compounds above
Results follow in this order: HTR1E antagonist, 5-HT1A blocker, Ecoli tolC, AP complement, S1P1 ag pot, S1P3 agonist, RORA act, HTR1E agonist, SF-1 act
- Clc1ccc(-n2nnnc2Sc2ncnc3sccc23)cc1
→ 82*, 69*, 1, -8, 82*, 0.9, -29, -0.5, -8
- O=c1c2[nH]c3ccc(Cl)cc3c2ncn1CCN1CCCCC1
→ 8, 9, -17, 14, 3, -0.9, 6, -0.6, 10
- O=C(COC(=O)C1CCCN1C(=O)c1cccs1)Nc1ccc2c(c1)OCO2 (centres undefined)
→ 4, -8, 2, 12, nt, nt, 15, -1.2, 18
- COCCn1c(SCC(=O)N2CCCC2)nnc1C(C)C
→ -3, -6, -19, 4, -6, -0.1, -6, 0.2, 3
- O=C(C1CCN(S(=O)(=O)c2cccc3cccnc23)CC1)N1CC=C(c2ccccc2)CC1
→ 2, 2, 15, 16, 31, -0.8, -7, 1.3, -19
- COc1cccc(-n2nnc3c(=O)n(Cc4cccc(C)c4)cnc32)c1
→ 3, 0, 43, 0, -8, 0.4, 6, -0.5, -3
- O=C(CSc1nc2ccccc2c(=O)n1NC(=O)Cc1ccccc1)NCc1ccco1
→ -2, 3, 2, 10, 5, 0.4, 7, 0.0, -5
- Cc1cccc(-c2noc(Cc3ccccc3)n2)c1
→ -19, -4, 3, 14, -21, -1.0, 24, 0.2, 44
- COc1ccccc1C(=O)NCCn1cc(SCC(=O)Nc2nnc(C)s2)c2ccccc21
→ 8, 9, 20, 9, 7, -0.5, -9, 0.3, -17
- O=C1C=C(NCc2ccc(Cl)cc2)CC(c2ccco2)C1 (centres undefined)
→ 0, 8, 16, -11, 19, -2.3, 9, -0.9, -15

(further entries)
SMILES | HTR1E antagonist | 5-HT1A blocker | Ecoli tolC | AP complement | S1P1 ag pot | S1P3 agonist | RORA act | HTR1E agonist | SF-1 act
N#Cc1c(NC(=O)CSc2ncnc3sccc23)oc(-c2ccco2)c1-c1ccco1 | 3 | -9 | 39 | 7 | -13 | 1.5 | 0 | 0.6 | -4
CCn1c(COc2ccc(C)cc2)nnc1SCC(=O)Nc1ccc(S(N)(=O)=O)cc1 | 12 | -7 | 13 | -10 | 11 | -1.0 | -25 | -0.5 | 16
COc1ccccc1Oc1c(C)oc2cc(OC(=O)c3ccco3)ccc2c1=O | -1 | 7 | 11 | 2 | -8 | -1.5 | 1 | -0.2 | 6
CN1CCN(C(=O)c2cc3sccc3n2CC(=O)c2ccccc2)CC1 | -2 | -1 | -10 | -6 | 8 | 0.3 | -4 | -0.1 | 4
CCOC(=O)Cc1csc(NC(NC(=O)CC)(C(F)(F)F)C(F)(F)F)n1 | -11 | 4 | -5 | 6 | -22 | -0.5 | -5 | -0.8 | -1
O=C(C1COc2ccccc2O1)N1CCN(Cc2ccc3c(c2)OCO3)CC1 (centres undefined) | 0 | 4 | 8 | 3 | -19 | -0.8 | -15 | 0.1 | 5
CCOC(=O)C(C)NC(=O)C(NC(=O)C1CCC(CC)CC1)C(C)C (centres undefined) | 1 | 23 | -4 | 13 | nt | nt | -22 | -0.4 | -6
Nc1nonc1-c1noc(CCCCCN2C(=O)c3ccccc3C2=O)n1 | 15 | 10 | 0 | 2 | -7 | 0.0 | 14 | -0.1 | 5
O=C(COC(=O)c1ccccc1)NCc1ccco1 | 2 | -1 | -8 | 3 | 16 | -1.0 | -1 | 0.8 | 4
CCCCn1c(NC(C)CC)nc2c1c(=O)[nH]c(=O)n2C (centres undefined) | 14 | 4 | 8 | -16 | -28 | -0.7 | -5 | -0.8 | -9
CCn1c(SCC(=O)c2ccccc2)nc2c(c1=O)SC(C)C2 (centres undefined) | 4 | -17 | 17 | nt | -34 | -0.5 | -5 | 0.1 | -18
Cn1nnc2cc(C(=O)N3CCN(c4ccccc4)CC3)ccc21 | -4 | 3 | -1 | 5 | -4 | -0.3 | -5 | -0.3 | 16
CCSc1nnc(NC(=O)C(C)C)s1 | 0 | -10 | -6 | -5 | -27 | 1.0 | -15 | 1.0 | 30
COc1ccc(Nc2oc(COc3cccc(C)c3)nc2C#N)cc1 | 6 | 23 | 32 | 13 | nt | -0.5 | 25 | -0.2 | 48
CC(C)Cc1[nH]c(=O)c(C#N)c2c1CCCC2 | 4 | nt | 8 | nt | -4 | 0.0 | 1 | 0.3 | 2
Cc1ccc(NC(=O)NCCCN2CCOCC2)cc1 | -4 | -11 | -15 | 5 | nt | -0.4 | -3 | 0.2 | 5
CCN(CC)c1ccc2c(c1)OC(N)=C(C#N)C2c1cccnc1 (centres undefined) | 77* | 32 | 20 | 11 | -42 | -1.6 | -26 | -1.4 | -65
Fc1ccccc1N1CCN(c2nc3ccccc3n3nnnc23)CC1 | -2 | -2 | 13 | 16 | -22 | 0.3 | 0 | -0.7 | 0
CCOc1cc(N2CCOCC2)c(OCC)cc1NC(=O)COC(=O)CCc1c[nH]c2ccccc12 | -9 | -1 | 1 | 2 | -19 | 0.3 | -3 | -0.7 | 1
